STEP inh – blocks human striatal-enriched tyrosine phosphatase | actives 0.25% (n = 360,000) | P54829 | AID 588621 | recombinant STEP, OMFP fluorogenic substrate, fluorescence | inhibition, % at 20 µM;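 active = inhibition at 20 µM, scaled per plate between control wells, above about 37%, limit read from the data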;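 note: 0% = DMSO with enzyme and substrate and 100% = substrate only without enzyme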
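Test system: STEP tyrosine phosphatase / Reagent: OMFP at 25 µM / Doses: 20 µM, 1% DMSO / Read-out: percent inhibition scaled to no-enzyme and uninhibited-enzyme controls, plate-pattern corrected / Detection: FITC-channel fluorescence of OMFP product / Medium: Bis-Tris buffer pH 6.0, 2.5 mM DTT, 0.005% Tween 20 / Schedule: 20 min at room temperature, dark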
Scp-1 inhibitor – inhibitors of human Scp-1 phosphatase; Q9GZU7; Recombinant Scp1, phosphopeptide, malachite green phosphate absorbance; inhibition, % at 20 µM; actives 0.88% (n = 340,000); AID 493091;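 active = inhibition above about 50% at 20 µM, limit read from the data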;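 note: plate controls were DMSO wells with enzyme for no effect and wells lacking enzyme for full effect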
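Material: truncated SCP-1 phosphatase (76-261aa) / Buffer or medium: 50 mM Tris acetate pH 5.5, 0.005% Tween-20, 10 mM MgCl2 / Compound dosing: one concentration, 20 µM, with 1.0% DMSO / Incubation: 45 min room-temperature reaction, 5 min colour, 30 min stabiliser / Detection: colorimetric free-phosphate detection, absorbance 630 nm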
CSN inh – CSN deneddylation inhibition. actives 0.38% (n = 360,000). inhibition, % at 12.5 µM. AID 651999. Purified CSN, SCF-Nedd8-OG deneddylation, fluorescence polarization. Q92905;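 active = pattern-corrected inhibition above about 35%, with an unprinted fluorescence ratio check between 0.5 and 1.5, limit read from the data, passing the limit was not always enough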;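 note: 0% = enzyme with substrate and 100% = substrate without enzyme; some results filed as inactive read as strong as hits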
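Material: purified human Csn5 enzyme expressed in HEK293T cells / Medium: Tris buffer pH 7.5, NaCl, DTT, Tween-20, trehalose, ovalbumin / Compound dosing: 12.5 µM single point / Schedule: 90 min incubation of compound, enzyme and substrate at room temperature / Signal: fluorescence polarization of the substrate / Control set: no-enzyme wells high, enzyme-with-substrate wells low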
Tb MetRS inh – Trypanosoma brucei MetRS inhibition; inhibition, % at 11.9 µM; AID 624268; purified T. brucei MetRS, ATP depletion, Kinase-Glo luminescence; actives 0.4% (n = 360,000);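 active = inhibition above a per-plate cutoff of the control wells' mean inhibition plus 3 SD, cut at about 5.5% in these data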;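 note: 0% = DMSO wells median and 100% = median of wells with control inhibitor compound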
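System: purified T. brucei MetRS enzyme / Detection: Kinase-Glo luciferase luminescence reporting remaining unconsumed ATP / Medium: HEPES buffer with MgCl2, KCl, DTT, spermine, BSA, pyrophosphatase / Replication: singlicate, one well per compound / Evaluation: percent inhibition relative to median high and low control wells / Schedule: 2 h aminoacylation at 25 °C after 15 min preincubation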
MsrA inhibitor – inhibits bovine methionine sulfoxide reductase A; purified bovine MsrA, absorbance read-out; inhibition, % at 15.5 µM; actives 0.75% (n = 360,000); AID 651718; in the data active = inhibition above about 4.5%;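 note: 0% = vehicle wells with enzyme and 100% = reference inhibitor wells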
DNMT1 block – inhibitors of human DNMT1; DNMT1 molecular beacon, Hinp1I cleavage, fluorescence; inhibition (reported as % activation of signal), % at 10 µM; actives 0.83% (n = 360,000); AID 588458; in the data active = inhibition above about 50%
Target sequence (P26358 504-1616 limits assumed): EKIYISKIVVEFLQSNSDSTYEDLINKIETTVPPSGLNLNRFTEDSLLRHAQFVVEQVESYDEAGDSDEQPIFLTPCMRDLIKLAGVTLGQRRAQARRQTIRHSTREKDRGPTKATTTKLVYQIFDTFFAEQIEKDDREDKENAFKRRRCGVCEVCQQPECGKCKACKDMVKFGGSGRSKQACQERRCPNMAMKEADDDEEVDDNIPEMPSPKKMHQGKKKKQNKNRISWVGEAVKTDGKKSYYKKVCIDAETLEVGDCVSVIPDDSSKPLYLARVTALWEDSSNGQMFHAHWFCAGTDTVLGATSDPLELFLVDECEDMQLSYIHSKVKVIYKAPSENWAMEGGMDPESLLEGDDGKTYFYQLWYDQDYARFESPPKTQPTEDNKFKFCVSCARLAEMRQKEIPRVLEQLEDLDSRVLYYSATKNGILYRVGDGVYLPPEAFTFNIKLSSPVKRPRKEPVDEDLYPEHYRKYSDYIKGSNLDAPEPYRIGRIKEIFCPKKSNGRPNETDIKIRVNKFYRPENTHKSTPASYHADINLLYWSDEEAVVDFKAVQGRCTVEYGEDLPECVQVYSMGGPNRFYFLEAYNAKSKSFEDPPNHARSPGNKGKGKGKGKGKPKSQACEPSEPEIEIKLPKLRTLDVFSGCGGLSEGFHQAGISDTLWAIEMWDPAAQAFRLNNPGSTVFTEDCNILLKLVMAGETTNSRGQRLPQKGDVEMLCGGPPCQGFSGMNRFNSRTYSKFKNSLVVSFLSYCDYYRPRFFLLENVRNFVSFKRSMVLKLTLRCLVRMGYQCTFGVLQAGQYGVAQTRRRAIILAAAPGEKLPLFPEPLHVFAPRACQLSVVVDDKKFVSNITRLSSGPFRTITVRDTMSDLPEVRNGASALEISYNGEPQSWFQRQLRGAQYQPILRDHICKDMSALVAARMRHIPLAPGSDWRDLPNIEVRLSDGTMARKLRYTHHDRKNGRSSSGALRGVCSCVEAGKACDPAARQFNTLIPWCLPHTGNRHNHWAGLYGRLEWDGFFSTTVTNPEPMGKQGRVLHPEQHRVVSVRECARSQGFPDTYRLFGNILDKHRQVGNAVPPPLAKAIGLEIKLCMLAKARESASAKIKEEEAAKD
SUMO1-SIM PPI – SUMO1-SIM interaction modulation; P63165; SUMO1 binding to a labelled peptide, TR-FRET, 1 h; inhibition, % at 20 µM; actives 0.33% (n = 360,000); AID 602429; in the data active = inhibition above about 37%
LMPTP block – LMPTP (human) inhibition; P24666; recombinant LMPTP-A, OMFP fluorogenic substrate, fluorescence intensity; inhibition, % at 20 µM; actives 0.22% (n = 360,000); AID 651560;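 active = compounds that cut the enzyme signal by at least half of the control window in the single-dose screen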;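 note: plate controls were DMSO wells with enzyme plus substrate for no effect and substrate without enzyme for full effect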
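Test system – LMPTP-A phosphatase enzyme · Quantity – 0.625 nM LMPTP-A final · Reagent – OMFP substrate, 400 µM final · Dosing – one test concentration per compound, 20 µM, with 3% DMSO overall · Timing – 50 min enzyme reaction at room temperature, protected from light · Detection – fluorescence intensity · Controls – substrate-only low control, DMSO enzyme-plus-substrate high control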
NadD block – NadD (S. aureus) enzyme inhibition; AID 602399; inhibition, % at 20 µM; actives 0.78% (n = 360,000); purified NadD enzyme, colorimetric absorbance read-out; in the data active = inhibition above about 26%; note: some compounds past the cut are filed as inactive
Rpn11 block – Rpn11 (human) deubiquitinase inhibition; O00487; calls only at 20 µM; AID 588493; actives 0.59% (n = 360,000); human 26S proteasome, Ub4-pepOG fluorescence polarization; 20S core pre-blocked with epoxomicin;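 active = inhibition at 20 µM, scaled to each plate's controls, above about 33%, limit read from the data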
* = called active by the depositor; i = inactive; . = not tested or not shown.

SMILES	STEP inh	Scp-1 inhibitor	CSN inh	Tb MetRS inh	MsrA inhibitor	DNMT1 block	SUMO1-SIM PPI	LMPTP block	NadD block	Rpn11 block
COc1ccc(-c2cc3c(c4c2ccn4C)C2CCC3O2)cn1 (configuration not stated)	5.5	.	2.5	-1.1	0.4	-5.3	-0.8	-0.5	-7.6	i
COc1ccc(S(=O)(=O)NCC(=O)NC2CC2)cc1OC	-0.3	9.8	5.6	-0.5	-0.2	1.8	1.6	-2.1	-3.7	i
COc1ccc(CN2CCN(C(=O)C3CCC(CNS(=O)(=O)c4ccccc4)CC3)CC2)c(OC)c1OC (configuration not stated)	-0.7	-5.5	2.5	-0.3	1.2	-1.8	0.9	-1.0	4.9	i
COc1ccccc1N1CCN(C2CCCN(C(=O)CCc3ccccn3)C2)CC1 (configuration not stated)	1.4	-5.5	-5.8	-0.3	0.5	3.0	7.8	0.9	-7.0	i
CC(C)Cn1c(N)c(C(=O)COC(=O)CN2C(=O)C3CC=CCC3C2=O)c(=O)n(C)c1=O (configuration not stated)	2.4	-3.7	-5.1	0.5	0.8	0.8	-1.0	-0.8	0.9	i
COc1cc(OC)nc(C(NC(=O)C2CCN(Cc3c[nH]c4ccccc34)CC2)c2ccc(Cl)cc2)n1 (configuration not stated)	2.2	.	-2.7	-0.3	-1.1	-5.8	-9.3	-0.2	2.8	i
Cc1cc(Cl)nc(NC(=O)Nc2cccc(Cl)c2)n1	-0.5	-7.7	-4.0	-0.1	-1.5	10.2	5.7	-0.9	-0.2	i
O=C(Nc1ccccc1)c1cc(C2COCCN2C(=O)C2CC2)on1 (configuration not stated)	1.0	.	9.8	-0.4	0.1	1.9	-1.0	-1.0	-0.2	i
O=C(NCc1ccccc1)c1ccc(/C=N/O)nc1	-4.6	-7.3	-1.5	-0.5	0.8	1.5	0.4	-0.4	-1.1	i
Cc1ccc(NC(=O)C2(C)CCN2Cc2cccc3c2OCO3)cc1O (configuration not stated)	-1.7	.	-4.7	-0.1	0.1	-1.1	6.0	0.0	-3.2	i
NS(=O)(=O)c1ccc(NC(=O)COC(=O)c2ccc(S(=O)(=O)N3CCOCC3)cc2)cc1	2.6	-7.7	-0.9	0.1	0.7	0.8	0.4	-2.5	0.0	i
COc1cccc(NC(C)C(=O)N2CC(C)OC(C)C2)c1 (configuration not stated)	0.8	-14.3	1.6	-0.2	1.2	-2.6	-3.0	-2.3	0.4	i
CC(C)NC(=O)c1ccccc1NC(=O)C1CCCO1 (configuration not stated)	0.8	4.3	-0.9	0.5	1.1	1.7	1.1	0.1	-3.6	i
Cc1csc(N2C(=O)C3C4CCC(O4)C3C2=O)n1 (configuration not stated)	1.6	-7.6	-4.5	-0.4	0.5	2.2	-2.9	-1.9	-1.8	i
Cc1ccc(C(=O)N2CCSC2=S)cc1	-1.0	-2.2	-3.6	0.1	2.8	1.9	-1.0	-0.8	-4.9	i
CCO[C@H]1C[C@@H](c2ccc(CC)cc2)N(S(=O)(=O)c2ccc(C)cc2)C2CC(c3ccc(CC)cc3)N(S(=O)(=O)c3ccc(C)cc3)CC21 (some centres not stated)	.	.	3.7	-0.7	-0.4	.	-2.3	0.6	.	.
CCOC(=O)C1=C(c2ccccc2)N=C2SCC(=O)N2C1c1ccc(OC)c(OC)c1 (configuration not stated)	-3.0	8.6	1.7	-1.0	2.3	-2.9	-4.1	0.8	2.1	i
COc1ccc(C(=O)NCC(=O)NCc2ccc3c(c2)OCO3)cc1[N+](=O)[O-]	-2.8	.	-0.2	0.0	0.6	1.7	-23.6	-0.7	3.9	i
O=C(c1ccccc1F)N1CCN(S(=O)(=O)c2ccc(Br)cc2)CC1	1.1	-10.3	-3.0	-0.3	.	-2.8	-1.8	0.1	-2.1	i
Cc1cc(C)nc(NC(=O)CSc2nc3ccccc3s2)n1	-1.5	-8.7	-2.8	-0.2	-1.4	-0.2	1.6	-1.4	-3.6	i
CC(=O)C1=C(O)C(=O)N(Cc2ccccc2)C1c1cccs1 (configuration not stated)	0.8	-4.8	-6.5	-0.4	2.6	1.2	0.4	-0.4	2.9	i
Cc1cccc(C)c1NC(=O)N1CCC(N2CCCCC2)CC1	1.2	-0.6	-7.5	-0.9	0.9	0.9	-2.0	-5.2	-3.1	i
C/C=C(\C)C(=O)OC1CC(C)(C)C[C@H]2C3=CC[C@@H]4[C@@]5(C)CCC(O[C@@H]6O[C@@H](C(=O)O)[C@@H](O)C(O[C@@H]7OC[C@H](O)[C@@H](O)[C@@H]7O[C@@H]7OC(CO)C(O)[C@@H](O)[C@@H]7O)C6O[C@@H]6OC(CO)C(O)C(O)C6O)[C@@](C)(CO)[C@@H]5CC[C@]4(C)[C@]3(C)CC(O)[C@@]12CO (some centres not stated)	2.4	1.2	1.3	-0.2	-1.0	-4.1	9.5	-1.4	-2.4	i
CC(=O)N1CCOc2ccc(S(=O)(=O)NC[C@H]3O[C@@H](n4ccc(N)nc4=O)[C@H](O)[C@@H]3O)cc21	-2.1	.	0.1	0.1	-0.6	8.6	1.3	-0.7	3.3	i
Cc1cc(-n2c(C)cc(C(=O)CN3C(=O)C(=O)N(C)C3=O)c2C)no1	-2.7	0.5	3.6	-0.4	0.7	-1.5	14.3	0.7	-4.4	i
CC(C)NC(=O)NC(=O)COC(=O)c1ccc(S(=O)(=O)Nc2ccccc2)cc1	-3.9	-5.7	-3.2	0.3	0.1	-3.2	-1.4	-1.3	3.0	i
O=C(O)c1cn(-c2ccccc2)nc1C(=O)O	-1.3	2.9	-1.3	-1.1	-0.9	3.8	12.0	-1.8	-1.1	i
CC1CCN(S(=O)(=O)c2ccc(C(=O)Nc3nnc(C4CC4)o3)cc2)CC1	0.0	-6.9	-0.6	-0.4	0.2	1.6	-0.3	-1.6	7.1	i
O=c1c2[nH]c3ccccc3c2ncn1C1CCCCC1	3.0	1.6	4.4	-1.1	-1.8	0.1	2.8	-0.6	-3.7	i
COc1ccc(C(=O)NNC(=O)CSc2nc3c(c(=O)n(C)c(=O)n3C)n2C)cc1	-1.5	-7.4	-7.8	-0.6	0.8	0.1	0.1	-2.7	-5.5	i
CNC(=O)CO/N=C/c1ccc(N(C)C)cc1	-2.1	-1.9	4.7	0.4	2.1	1.5	-4.6	-0.3	-7.2	i
O=C(N/N=C/c1ccc[nH]1)c1ccncc1	4.4	-2.7	1.6	-1.0	2.3	2.2	16.8	-1.0	-8.7	i
CCOc1ccc(OCC)c(NC(=O)CSc2nc3c(c(=O)n(C)c(=O)n3C)n2CC)c1	-0.3	-10.7	4.3	-0.2	-1.0	0.4	3.9	-0.6	-1.4	i
O=C(N/N=C/c1cccs1)c1c[nH]c2ccccc12	-0.1	-1.7	-1.8	1.1	3.9	-2.7	-12.8	-0.3	3.2	i
COc1ccc(Cl)cc1NC(=O)Cn1c(NCCO)nc2ccccc21	3.3	-0.7	2.7	0.3	-0.6	-2.6	1.9	8.2	-8.4	i
Oc1cc2c(cc1O)[C@@H](c1ccccc1)CNCC2	1.2	-11.3	-2.8	-0.5	0.3	8.4	1.0	-0.7	-1.9	i
O=C(NNC(=S)Nc1ccc(Cl)c(Cl)c1)c1ccccn1	2.4	-10.5	-3.3	-0.7	0.9	-3.5	11.1	-0.1	0.5	i
Cc1ccc(OC(=O)CCC(=O)OCCCC(F)(F)C(F)(F)F)cc1	2.8	-10.2	-4.1	-0.8	-0.8	-0.6	1.5	2.6	-0.7	i
N#CCCC1CCCC=C1N(Cc1ccccc1)C(=O)C(Cl)Cl (configuration not stated)	0.7	-1.9	2.4	-0.5	1.9	-0.9	-1.7	-0.3	-5.0	i
COc1ccc(-n2c(C)c3c(C)nnc(C)c3c2C)cc1OC	-1.1	.	-5.6	-0.3	1.2	5.7	-13.2	-4.1	-0.5	i
O=C(NNS(=O)(=O)c1ccc([N+](=O)[O-])cc1)c1ccc2ccccc2c1O	-1.6	-13.9	0.7	-0.1	0.9	-2.9	-23.4	0.9	5.0	i
O=C1NC2(CCCCC2)NN1c1ccccc1	-6.6	0.5	-0.6	0.1	-0.7	-0.9	2.3	1.2	3.8	i
O=C1[C@@H]2[C@H](C(=O)N1O)[C@H]1C=C[C@@H]2C1	3.6	16.5	-2.4	-0.9	-0.5	3.7	-3.9	-2.5	-1.1	i
COc1ccc(NC(=O)Cn2c(=O)oc3cc(Cl)ccc32)c(OC)c1	-3.6	-14.2	0.8	-1.6	-1.7	-17.2	2.1	-1.6	-4.3	i
Cc1ccc2nc(Nc3ccc(F)cc3)c3nncn3c2c1	45.1*	-13.1	3.6	0.1	0.3	26.5	10.1	26.6	-8.1	i
CC(C)c1ccc(NC(=O)Nc2nc(C(N)COCc3ccccc3)cs2)cc1 (configuration not stated)	3.7	.	4.8	-0.2	0.3	-17.0	-66.7	-1.5	19.6	i
O=C(Cc1cccs1)N1CCN(c2ccc([N+](=O)[O-])cc2)CC1	-1.0	-1.3	-1.7	0.0	1.1	-2.2	-27.0	3.9	7.8	i
Cc1ccc(S(=O)(=O)N2C[C@@H](C)[C@]3(C2)[C@H](O)[C@H](OC(=O)NCc2ccccc2)C[C@H]2C(=O)N(c4ccccc4)C(=O)[C@H]23)cc1	-1.0	.	-1.8	-1.3	0.7	-0.4	0.0	1.2	6.1	i
Clc1ccc(/C=N/Nc2nc(Cl)nc3ccccc23)cc1	2.0	0.4	3.0	0.2	-1.0	19.6	10.2	0.9	8.3	i
FC(F)(F)c1ccncc1-c1nnnn1-c1ccc(Cl)cc1	-2.5	-3.8	-3.0	-0.5	1.1	0.9	1.2	-2.6	-5.7	i

Quoted at random: 2 compounds from above, in no set order.
SMILES	STEP inh	Scp-1 inhibitor	CSN inh	Tb MetRS inh	MsrA inhibitor	DNMT1 block	SUMO1-SIM PPI	LMPTP block	NadD block	Rpn11 block
O=C(NNS(=O)(=O)c1ccc([N+](=O)[O-])cc1)c1ccc2ccccc2c1O	-1.6	-13.9	0.7	-0.1	0.9	-2.9	-23.4	0.9	5.0	i
COc1ccc(-n2c(C)c3c(C)nnc(C)c3c2C)cc1OC	-1.1	.	-5.6	-0.3	1.2	5.7	-13.2	-4.1	-0.5	i
